Compound activity: PubChem BioAssay, several laboratories
Yfh1-off respiration – mitochondrial function rescue without frataxin homolog – Friedreich's ataxia, plus single-dose screen, dose response (AID 1465) | 0.074% of 220,000 active | fold induction at 50 µM; hits with a dose series show EC50 in µM | S. cerevisiae Yfh1-off respiration, WST-1 reduction, 72 h; higher fold induction means a stronger effect;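 active = fold induction of absorbance versus untreated yeast above a set limit, then at least 30% activation at any dose in follow-up; inconclusive = repeats straddling the limit, or above it without dose testing; inactive = fold induction below the set limit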;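 also: activators that raise dye reduction in frataxin-depleted yeast; strong numbers were not always called active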
MT stabilizer – microtubule stabilization, imaging screen; HeLa tubulin immunostaining HCS, 24 h; share of cells brighter than vehicle mean+2SD; % tubulin-high responders, % at 10 µM; 0.83% of 200,000 active;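 active = plate Z-score above 3 for both tubulin-high and condensed-nucleus cell shares, with cell loss under 80%, at 10 µM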;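 also: anti alpha tubulin signal scored within the nucleus-defined area of each cell; some results filed as inactive read as strong as hits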
Insulin prom up – MIN6 insulin promoter up-regulation; MIN6 insulin promoter-GFP reporter, high-content imaging; hits give high values; z-score at 5 µM; 0.3% of 190,000 active; AID 1625;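 active = z-score above 3 at 5 µM with at least 500 cells counted in the well; inconclusive = wells under 500 cells, flagged as cytotoxic or low count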
WT yeast gro inh – growth inhibition of WT yeast, mitochondrial fusion screen; mitochondrial fusion phenotypic screen, WT strain; inhibition, % at 10 µM; 2.1% of 190,000 active; AID 1362; in the data active = inhibition above about 58%; tested in S. cerevisiae
Autophagy mod – autophagy modulation, high-content screen. MEF GFP-LC3 puncta imaging; test concentration mostly 10 µM. calls only at 10 µM (by protocol). 0.98% of 190,000 active. AID 463193;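 active = percentage of spot-positive cells more than 3 SD above its plate mean, without a fluorescence outlier flag or 80% toxicity; inconclusive = no clear call, values can overlap the other calls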;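 also: spot-positive cell cutoff set from DMSO-treated cells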
bCat nuc transl – alters nuclear translocation of beta-catenin in HeLa cells; AID 1665; 0.3% of 190,000 active; immunofluorescence imaging; nuclear translocation activity, % at 5 µM;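 active = nuclear translocation activity above 50% at 5 µM, with a well cell count of 50 or more; inconclusive = wells under 50 cells across six images, flagged as toxic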;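 also: per-cell ratio of nuclear to cytoplasmic median beta-catenin stain intensity; plate controls were DMSO negative control for no effect and GSK-3 inhibitor IX positive control for full effect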
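Test system: human HeLa cells, endogenous beta-catenin. Times: 24 h compound exposure, 37°C. Measured by: beta-catenin immunofluorescence imaging with DAPI.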
AID2073 – disruptors of CaV2.2 binding to Mint1 – biochemical, HTRF (AID 2073); HTRF protein-protein interaction, Mint1-CaV2.2; higher % means a stronger effect; one-dose inhibition, % at 20 µM; IC50 in µM for titrated hits; 0.19% of 290,000 active; in the data active = inhibition mostly above about 51%, no sharp cut-off; inconclusive = no clear call, values can overlap the other calls; inactive = mostly below about 53%; also: some results filed as inactive read as strong as hits
Dynein transport – dynein cargo transport inhibition; 3617.4 mouse cells, GR-EGFP nuclear translocation imaging; test concentration mostly 20 µM; stimulated with dexamethasone, 1 µM; hits give low values; z-score, hits read low; 0.47% of 220,000 active; AID 1381;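 active = plate z-score of nuclear minus cytoplasmic receptor signal below a set negative limit, without overly bright fluorescence or cell loss, cut at about -3.5 in these data, passing the limit was not always enough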;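 also: z-score of nuclear minus cytoplasmic ring GR-EGFP intensity difference per well; some compounds called inactive have numbers as strong as hits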
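Buffer or medium: Induction medium lacking tetracycline, stripped serum | Also added: Dexamethasone agonist, 1.0 µM final, for 30 min | Timing: 48 h induction, 1 h compound, 30 min dex at 37 °C | Detection: Formaldehyde fixation, Hoechst nuclear stain, 10x automated fluorescence imaging | Measure: Nuclear versus cytoplasmic GR-EGFP signal, averaged per well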
HIV peptide binding – inhibitors of HIV fusion peptide binding, primary screen, biochemical, uHTS, fluorescence dequenching (AID 1986); cell-free peptide binding, fluorescence dequenching, 30 min; higher % means a stronger effect; inhibition, % at 20 µM; hits with a dose series show IC50 in µM; 0.3% of 290,000 active; in the data active = inhibition mostly above about 52%, no sharp cut-off; inactive = mostly below about 76%; also: some results filed as inactive read as strong as hits
WT yeast gro inh mutant strain – second read-out of WT yeast gro inh, no call of its own (marks repeat the call); inhibition, %; mitochondrial fusion phenotypic screen, mutant strain inhibition
Dynein transport cytoplasmic EGFP – further read-out of Dynein transport, marked with its call; z-score; measured here: cytoplasmic GR-EGFP intensity; hits give high values
Dynein transport nuclear GR-EGFP – also measured in Dynein transport; calls as there; z-score; measured here: nuclear GR-EGFP intensity;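 lower value marks the stronger effect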
Dynein transport cell count – recorded beside Dynein transport, whose call it bears; z-score; measured here: cell count per field
Insulin prom up cell count – second read-out of Insulin prom up, no call of its own (marks repeat the call); cell count; measured here: cytotoxicity, nuclei count;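 total cells summed across four imaged fields per well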
bCat nuc transl cell count 5 µM – recorded beside bCat nuc transl, whose call it bears; cell count; measured here: cell count, cytotoxicity flag
MT stabilizer Hoechst-high % – also measured in MT stabilizer; calls as there; % Hoechst-high responders; measured here: nuclear condensation Hoechst responders;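 share of cells brighter than vehicle mean plus two SD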
MT stabilizer cytotoxicity % – further read-out of MT stabilizer, marked with its call; toxicity, %; measured here: cytotoxicity by cell density;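 0% = mean cell density of plate MIN control wells and 100% = no cells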
Autophagy mod cell loss 18 h – further read-out of Autophagy mod, marked with its call; toxicity, %; measured here: cell loss, nuclei count;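 cell loss after 18 h compound exposure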
* marks the source's active call; other numbers are inactive results; i = inactive; ? = inconclusive; · = no result given; + = active, no number. An unsorted share of the library; overall some 4.2% were active at least once.

SMILES | Yfh1-off respiration | MT stabilizer | MT stabilizer Hoechst-high % | MT stabilizer cytotoxicity % | Insulin prom up | Insulin prom up cell count | WT yeast gro inh | WT yeast gro inh mutant strain | Autophagy mod | Autophagy mod cell loss 18 h | bCat nuc transl | bCat nuc transl cell count 5 µM | AID2073 | Dynein transport | Dynein transport cytoplasmic EGFP | Dynein transport nuclear GR-EGFP | Dynein transport cell count | HIV peptide binding
CCOc1ccc(-n2c(SCC(=O)Nc3ccc(CC)cc3)nc3n[nH]c(C)c3c2=N)cc1 | i | 2.4 | 2.2 | 3.1 | 0.93 | 1157 | 9.0 | 34.3 | i | 18.1 | -1.9 | 1082 | 35.9% | -1.52 | -0.246 | -0.945 | 1.08 | -2.6%
CCOc1ccc(/C=C2\NC(=S)NC2=O)cc1 | i | · | · | · | 0.04 | 1114 | · | · | · | · | -0.6 | 1361 | -2.5% | -0.833 | -0.244 | -0.801 | 2.04 | -1.7%
O=C(CN1CCN(c2ccccc2)CC1)N1CCN(c2ccccc2)CC1 | i | 2.4 | 2.9 | 14.7 | -0.59 | 1123 | -4.2 | -5.3 | i | -8.1 | -7.0 | 951 | -1.9% | 1.51 | -0.186 | 0.938 | -1.03 | 0.9%
O=C(Nc1ccc(Cl)c(S(=O)(=O)N2CCOCC2)c1)c1ccccn1 | i | 3.5 | 2.6 | 6.2 | 0.27 | 1206 | -8.1 | 13.4 | i | 1.5 | -0.9 | 1101 | -7.3% | -1.41 | 0.508 | -0.26 | 1.82 | -1.6%
COc1ccc(Oc2cccc(Cl)c2CNC(=O)CCC(=O)O)cc1 | i | · | · | · | -0.51 | 1421 | · | · | · | · | -3.1 | 1178 | 3.0% | -1 | -0.124 | -0.507 | 1.5 | -0.9%
CC1=CC(C)(C)Nc2ccc(OC(=O)C(Cc3ccccc3)N3C(=O)c4ccccc4C3=O)cc21 (stereo not drawn) | i | 3.2 | 2.7 | 10.5 | 1.57 | 1295 | -8.7 | 2.5 | i | 6.4 | -2.3 | 866 | 5.6% | -0.322 | -0.261 | 0.165 | 0.199 | -2.1%
CC(=O)c1ccc(NC(=O)COc2ccccc2C(=O)Nc2ccc(C)cn2)cc1 | i | 5.8 | 1.7 | 5.8 | -0.35 | 1473 | -3.9 | 2.6 | i | -15.8 | 1.8 | 966 | 27.1% | -0.41 | 0.0756 | 0.0031 | 0.369 | 0.4%
Cc1cc(C)n(-c2cc(=O)n(C)c(=O)n2C)n1 | i | 3.2 | 2.2 | 8.2 | 0.42 | 1107 | -3.5 | -1.8 | i | 9.9 | -5.8 | 917 | 0.5% | -0.22 | -0.432 | -0.0337 | 0.737 | -1.0%
CN(C)CCCCOc1ccccc1-c1ccccc1 | i | 1.9 | 1.6 | 6.1 | -0.93 | 1253 | 16.2 | 17.0 | i | 3.8 | -2.0 | 1453 | 1.4% | 0.136 | -0.161 | -0.0642 | -0.36 | 1.2%
CCC(C)[C@H](NC(=O)N1CCCCCC1)C(=O)O (stereo partly drawn) | i | · | · | · | -0.02 | 918 | · | · | · | · | -1.0 | 1431 | -14.8% | -0.293 | -0.23 | 0.738 | -0.463 | -0.7%
N#CC1=C(N)SC(C(=O)c2ccccc2)C1c1cccs1 (stereo not drawn) | i | 3.0 | 2.4 | 5.6 | · | · | 3.7 | -9.6 | i | -2.1 | · | · | 6.4% | -0.084 | -0.255 | -0.24 | 0.384 | 24.6%
O=C(Nc1ccc2nccnc2c1)c1ccco1 | i | 2.3 | 1.1 | 3.8 | 0.26 | 1420 | 10.2 | 8.1 | i | -19.4 | 0.2 | 1555 | 23.4% | 1.21 | -0.239 | 0.827 | -0.716 | 0.9%
Cc1nn(-c2ccccc2)c(C)c1-c1nnc(-c2c(C)nn(-c3ccccc3)c2C)o1 | i | · | · | · | -0.74 | 1440 | · | · | · | · | -2.7 | 1179 | ? | 0.0122 | -0.259 | 0.0136 | 0.443 | 0.5%
Cc1ccc(C(=O)NC(=S)Nc2ccc(CN3CCCCC3)cc2)c(C)c1 | i | 3.7 | 2.0 | 4.2 | -2.35 | 1302 | -4.2 | 20.5 | i | 1.3 | 0.3 | 1538 | -1.2% | 0.0431 | -0.171 | 0.268 | -0.0192 | 1.8%
Fc1ccc(Sc2cc(Cl)c(-c3ccccc3)nn2)cc1 | i | 1.1 | 1.2 | 5.2 | -0.19 | 1507 | 21.6 | 20.1 | i | 4.8 | 0.1 | 1393 | -5.1% | 0.823 | -0.118 | 0.459 | -1.05 | -0.4%
COc1ccc(Cc2nnc(NC(=O)c3cccc([N+](=O)[O-])c3C)s2)cc1 | i | 2.0 | 1.9 | 7.6 | 0.16 | 1582 | 6.9 | -3.7 | i | 2.7 | -0.2 | 1465 | -2.5% | -0.246 | -0.193 | -0.234 | 0.671 | 12.6%
O=C1NC(=Nc2ccc(F)cc2)CS1 | i | 4.6 | 2.5 | 13.3 | -0.58 | 1156 | -5.6 | -8.4 | + | -8.0* | -0.1 | 1134 | 7.4% | 1.68 | 0.023 | 1.08 | -2.05 | 4.0%
Cc1ccc(NS(=O)(=O)c2ccc(C(=O)N3CCN(c4ccccn4)CC3)cc2)cc1 | i | 0.9 | 1.3 | 4.6 | -0.72 | 734 | 1.1 | -12.2 | i | 6.5 | -0.4 | 1127 | -0.7% | 0.368 | -0.154 | 0.0812 | -0.24 | -0.1%
CCOc1ccccc1-c1ccc(C(=O)NCc2ccccc2)o1 | i | 4.0 | 3.4 | 3.1 | 0.21 | 1319 | 57.2 | -2.9 | i | 1.5 | · | · | 7.9% | -0.377 | -0.249 | 0.308 | 0.721 | 0.2%
CS(=O)(=O)N(CCc1ccccc1)CC(=O)Nc1ccc(OCc2ccccc2)cc1 | i | 4.0 | 1.3 | 5.8 | 0.81 | 1426 | 12.5 | 2.8 | i | 11.6 | 0.0 | 1340 | -5.6% | -0.0323 | -0.174 | -0.173 | -1.9 | -1.8%
O=C(C1CCCN(S(=O)(=O)c2ccccc2)C1)N1CCCc2ccccc21 (stereo not drawn) | i | 3.0 | 1.0 | 5.6 | · | · | 3.7 | -3.5 | i | 0.8 | -2.0 | 546 | 22.7% | 1.13 | -0.271 | 0.687 | 0.935 | -1.3%
Cc1cc(NC(=O)Cn2nc(C(F)(F)F)c3c2CCC3)n(-c2ccccc2)n1 | i | 5.3 | 3.6 | 6.5 | 0.99 | 997 | 2.5 | -18.1 | i | -5.8 | -1.7 | 1202 | -1.6% | -0.579 | -0.282 | -0.197 | 0.07 | -2.4%
Cc1cc(Cl)ccc1OCc1n[nH]c(=S)n1C1CCCCC1 | i | 2.2 | 1.5 | 9.3 | 0.63 | 1897 | 94.4* | 70.0* | i | 3.1 | 2.9 | 1020 | -5.2% | -0.649 | -0.151 | -0.122 | 1.65 | -1.1%
O=C(COC(=O)c1sc2ccccc2c1Cl)Nc1ncc(Cl)cc1Cl | i | 1.6 | 3.6 | 12.5 | -0.3 | 2153 | 5.5 | -10.2 | i | -6.3 | 0.6 | 901 | 4.1% | 0.42 | -0.128 | 1.51 | -1.18 | 7.0%
COc1ccc(C2NC(=O)CS2)cc1OC (stereo not drawn) | i | 5.7 | 2.7 | 7.1 | -0.42 | 1258 | 15.5 | 27.4 | i | -1.6 | 0.1 | 1117 | -5.1% | -0.0363 | -0.166 | 0.588 | -1.1 | 2.7%
CCOC(=O)CSc1cc(CS(C)(=O)=O)nc(-c2ccccn2)n1 | i | 2.0 | 1.4 | 7.0 | -0.52 | 1319 | 4.8 | -10.3 | i | 4.4 | -2.3 | 1021 | 0.1% | -0.408 | -0.206 | -0.202 | 1.07 | -1.4%
Cc1ccc(Nc2nc(Nc3ccc(C)cc3)nc(SC3=NCCS3)n2)cc1 | · | 0.7 | 1.5 | 2.9 | -1.12 | 960 | 44.9 | -0.3 | i | 4.9 | · | · | -5.5% | -0.994 | -0.0373 | -0.37 | 0.998 | 2.3%
O=C(Nc1cccc(Br)c1)c1ccc2nc(N3C(=O)CCC3=O)sc2c1 | i | 3.1 | 1.4 | 4.5 | -0.63 | 1439 | 16.6 | 0.5 | i | 14.3 | 3.7 | 1309 | 12.4% | 0.234 | -0.216 | -0.0309 | 0.21 | 11.8%
C=CCNC(=O)c1ccc(-c2nc(-c3ccc(Cl)c(Cl)c3)cs2)cc1 | i | 0.9 | 1.0 | 1.9 | -0.43 | 1520 | -2.0 | -23.7 | i | -6.5 | -0.3 | 1396 | 12.2% | -0.323 | -0.244 | -0.482 | 0.582 | -0.8%
COc1ccc(OCC(=O)C2CC2)c(C#N)c1 | i | · | · | · | -0.72 | 1010 | · | · | · | · | -0.9 | 1351 | -4.3% | 0.1 | 0.0677 | 0.619 | 0.201 | 1.0%
Cc1cc(C)cc(Oc2nc3ccccn3c(=O)c2/C=C(\C#N)C(=O)NC2CCS(=O)(=O)C2)c1 (stereo not drawn) | i | · | · | · | -1.35 | 1023 | · | · | · | · | -0.7 | 1462 | 6.8% | 0.271 | -0.254 | 0.808 | -0.481 | 1.2%
